Screening results from PubChem BioAssay.
Pol kappa inh: qHTS for Inhibitors of Polymerase Kappa; hit rate 0.53% among 400,000; purified Pol kappa, fluorescent DNA synthesis assay, 10 min; Potency, µM (series often up to 107 µM), without a hit: top-dose activity, negative = inhibition, actives largely listed as inhibitors; further: potency means the concentration at half of the fitted maximal effect; on the % scale 0 is the no-effect control and ±100 the full control effect
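Pol kappa 10 nM + cpd, 15 min RT; start w/ substrate 50 nM final; fluorescence kinetic read, 0 and 10 min. Neg ctrl: buffer, no enzyme.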
Anesthetic bind: qHTS Assay for Identification of Novel General Anesthetics | Ferritin light chain (Equus caballus), P02791 | apoferritin/1-aminoanthracene competitive binding, fluorescence | Potency, µM (highest dose often 77.5 µM), for the others: top-dose activity change, negative = displacement, usual class: inhibitors | hit rate 0.074% among 350,000 | AID 485281, 2010; further: potency means the concentration at half of the fitted maximal effect; on the % scale 0 is the no-effect control and ±100 the full control effect; nearly all actives have a fitted effect of over 20% in size
Target sequence (P02791 2-175 limits assumed): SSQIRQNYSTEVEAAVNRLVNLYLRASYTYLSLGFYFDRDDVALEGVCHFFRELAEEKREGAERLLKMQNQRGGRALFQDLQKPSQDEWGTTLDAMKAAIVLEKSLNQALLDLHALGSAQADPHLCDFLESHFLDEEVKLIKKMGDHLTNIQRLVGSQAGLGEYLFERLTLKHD
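Read-out: endpoint 1-AMA fluorescence, excitation 380 nm and emission 535 nm, after compounds sit 10 min at room temperature with 10 uM horse-spleen apoferritin in 50% saturated 1-AMA/PBS. Values come from four-parameter Hill fits.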
BLM inh: qHTS Assay for Inhibitors of Bloom's syndrome helicase (BLM); AID 2528, 2010; RecQ-like DNA helicase BLM (Homo sapiens), P54132; Potency, µM (doses to about 56.1 µM), for inactives: at the top dose activity change, negative = inhibition, usual class: inhibitors; hit rate 0.2% among 350,000; recombinant BLM DNA unwinding, fluorescence dequenching;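 further: potency means the concentration at half of the fitted maximal effect; plate controls were vehicle for no effect and no enzyme for full effect; nearly all actives have a fitted effect of over 35% in size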
Pol eta inh: qHTS for Inhibitors of Polymerase Eta. recombinant Pol eta, fluorescent DNA replication assay. Potency, µM (doses to about 114 µM), inactives show at the highest dose activity change, negative = inhibition, most hits filed as inhibitors. hit rate 1.2% among 390,000. AID 588591, 2011; further: potency means the concentration at half of the fitted maximal effect; on the % scale 0 is the no-effect control and ±100 the full control effect
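Fluorescent replication assay: 50 nM final substrate added after a 15 min room-temperature compound preincubation with 10 nM enzyme. Signal taken at 0 min and again at 10 min.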
LDHA inh: qHTS assay for inhibitors of human lactate dehydrogenase | L-lactate dehydrogenase A chain (Homo sapiens), P00338 | purified LDHA, NADH/diaphorase-resazurin fluorescence; hits give low values | activity change, % (values are at about 110 or 230 µM) | hit rate 0.15% among 480,000 | AID 1347041, 2019; in the data active means activity change below about -30%; inconclusive means mostly about -25% to -30%;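 further: plate controls were DMSO wells for no effect and wells without enzyme for full effect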
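Resorufin fluorescence (ex540/em590), read at 0 and 20 min after diaphorase/resazurin addition, reports the NADH left after a 5 min room-temperature reaction of 2 nM human LDH5 with 0.06 mM NADH and 0.2 mM pyruvate.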
APEX1 inh: qHTS Assay for Inhibitors of the Human Apurinic/apyrimidinic Endonuclease 1 (APE1); recombinant APE1, TAMRA/BHQ-2 abasic DNA cleavage fluorescence; Potency, µM (titrated, usually from 65.8 µM), for inactives: top-dose activity change, negative = inhibition, hits mostly inhibitors; hit rate 0.35% among 350,000;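 further: potency means the concentration at half of the fitted maximal effect; plate controls were vehicle for no effect and reference inhibitor for full effect; nearly all actives have a fitted effect of over 55% in size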
Target sequence (P27695 whole entry, looked up): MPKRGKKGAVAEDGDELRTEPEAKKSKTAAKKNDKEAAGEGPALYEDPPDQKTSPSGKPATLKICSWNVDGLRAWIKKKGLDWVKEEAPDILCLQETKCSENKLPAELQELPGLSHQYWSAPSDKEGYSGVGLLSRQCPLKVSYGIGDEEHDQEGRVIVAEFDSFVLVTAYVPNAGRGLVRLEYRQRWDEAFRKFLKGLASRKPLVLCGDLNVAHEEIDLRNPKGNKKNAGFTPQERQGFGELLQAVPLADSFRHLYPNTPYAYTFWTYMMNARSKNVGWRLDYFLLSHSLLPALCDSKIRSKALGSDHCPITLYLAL
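Incision of a quenched TAMRA/BHQ-2 THF abasic-site duplex (50 nM) by 0.75 nM APE1, after 15 min compound preincubation, measured as fluorescence increase over three 60 s reads. Values normalized to buffer, DMSO and NSC13755 control wells.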
POLI inh: qHTS for Inhibitors of Polymerase Iota. DNA polymerase iota (Homo sapiens), Q9UNA4. Pol iota fluorescent replication assay, 10 min. Potency, µM (highest dose often 115 µM), inactives show at the top dose activity, negative = inhibition, hits mostly inhibitors. hit rate 1% among 390,000. AID 588590, 2011; further: potency means the concentration at half of the fitted maximal effect
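Fluorescent replication assay read twice, at 0 min and 10 min after adding 50 nM (final) substrate. Enzyme (10 nM) and compounds were first incubated 15 min at room temperature; enzyme-free buffer wells were negative controls.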
Glioma ERSR ind: qHTS for Inducers of the Endoplasmic Reticulum Stress Response (ERSR) in Human Glioma: qHTS. U87-MG GRP78 promoter luciferase reporter, 16 h. Potency, µM, for inactives: at the top dose activation, actives largely listed as activators. hit rate 0.02% among 420,000. AID 602332, 2012; further: potency means the concentration at half of the fitted maximal effect; series mostly up to about 76 µM; % of control where 0% means no effect; nearly all actives have a fitted effect of over 35% in size
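Stably transfected U87-MG human glioma cells carrying a GRP78-based luminescent sensor were seeded at 1000 cells/well, pin-dosed with compounds and incubated 16 h. Luciferase reagent was then added, and end-point luminescence was read after 10 min at room temperature.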
Pol beta inh: qHTS Assay for Inhibitors of DNA Polymerase Beta. hit rate 1.3% among 340,000. Pol beta primer extension/strand displacement, fluorescence kinetic. Potency, µM (series often up to 114 µM), for inactives: at the highest dose activity change, negative = inhibition, most hits filed as inhibitors; further: potency means the concentration at half of the fitted maximal effect; on the % scale 0 is the no-effect control and ±100 the full control effect
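Enzyme-only controls used 10 nM Pol beta; buffer lacking enzyme served as negative control. Compound preincubated 15 min, then 50 nM substrate added; 0 and 10 min reads at room temperature.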
* marks the source's active call; other numbers are inactive results; ? = inconclusive; . = not tested or not shown; & = joins results of further samples; [ ] = another dose, or the depositor's remark. Unless noted, the call rests on the fitted dose curve; in most records, active means well fitted curve in the direction sought with a large enough effect; inconclusive means small, poorly fitted or top-dose-only effect, or another doubt; inactive means no such curve, though single readings can be large; an effect the other way counts as inactive or inconclusive.

SMILES | Pol kappa inh | Anesthetic bind | BLM inh | Pol eta inh | LDHA inh | APEX1 inh | POLI inh | Glioma ERSR ind | Pol beta inh
O=S(=O)(c1ccc(OCC(O)CNC23CC4CC(CC(C4)C2)C3)c(Cl)c1)N1CCOCC1 (stereo unspecified) | -21% | ? | 1% | -19% | -4 | 1% | 37%[activator] | -2% | -9%
O=C(Nc1ccnn1C1CCN(C(=O)c2cc(Cl)ccc2F)CC1)C1CCOC1 (stereo unspecified) | -14% | -7% | -2% | -3% | -8 | -5% | -7% | -2% | ?
CC1CCCN(C(=O)c2cc3c(-c4ccc(Cl)cc4)nn(C)c3s2)C1 (stereo unspecified) | 4% | 0% | -5% | -17% | -3 | -1% | 8% | -4% | 1%
COc1ccc(CN2CCOCCOCCOCCOCC2)cc1 | -15% | -10% | -3% | -17% | -9 | -1% | 49%[activator] | 5% | 23%
CC(C)CCN1CCN(Cc2cn[nH]c2C2CCCCC2)CC1CCO (stereo unspecified) | -1% | -9% | 1% | -12% | -2 | -7% | 97%[activator] | -5% | 1%
O=C(OCC(=O)N1CCN(C(=O)c2ccco2)CC1)c1sc2ccccc2c1Cl | -4% | -16% | 0% | -4% | -11 | -3% | 9% | -3% | 11%
COCc1cc(C)nc(N/N=C/c2ccc(Cl)c(Cl)c2)c1C#N | -1% | -2% | -2% | -11% | -10 | -1% | 4% | -1% | 2%
CC1CCN(C(=O)Oc2ccccc2)CC1 | -17% | ? | -1% | -9% | -15 | -3% | 29% | 4% | -23%
COc1ccc(NC(=O)C(CCS(C)(=O)=O)NC(C)=O)cc1 (stereo unspecified) | -2% | -5% | -3% | -19% | -2 | 21% | -12% | -7% | 6%
O=C(O)c1ccc(NC(=O)c2ccccc2NC(=O)c2ccccc2Br)cc1 | -13% | -4% | -2% | -5% | -11 | -12% | 125%[activator] | -3% | 6%
Cc1ccccc1Oc1ccc(-c2nc(N)nc(N)n2)cc1 | -28% | -18% | -4% | ? | -1 | -3% | 13% | -2% | 8%
Cc1ccn2c(=O)nc(SCC(=O)N3CCN(c4ccccc4)CC3)nc2c1 | -14% | . | . | 20µM* | -1 | 0% | 50µM* | -5% | .
CN1CCN(Cc2nc(Cc3cccc(F)c3)no2)CC1c1ccccc1 (stereo unspecified) | 0% | -14% | -3% | -21% | -6 | -4% | 94%[activator] | -4% | 7%
COC(=O)/C(=C/c1cn(C(C)=O)c2ccccc12)[N+](=O)[O-] | -13% | 4% | 3% | -17% | 15 | -2% | 112%[activator] | -2% | 2%
O=C(COC(=O)c1ccccc1Cl)Nc1cccnc1Cl | -10% | . | . | -12% | -4 | 19% | 21% | -2% | .
Cc1cccc(C)c1NC(=O)c1nc(S(=O)(=O)Cc2ccccc2F)ncc1Cl | -13% | . | . | . | -7 | . | -11% | -11% | .
CCOc1ccc(NC(=O)CN(C)C(=O)CCCc2nc3ccccc3c(=O)[nH]2)cc1OCC | -12% | . | . | -18% | -7 | 22% | 22% | 1% | .
N#Cc1c(N)nc(SCc2ccccc2)c(C#N)c1-c1ccco1 | -16% | -12% | -11% | -15% | 1 | -3% | 13% | 2% | 1%
Cc1sc2ncnc(Sc3ccccc3C(=O)Nc3ccc(Br)cc3)c2c1C | -6% | -3% | -6% | -8% | -5 | -1% | -1% | 3% | 0%[57.1 µM]
NC(=O)c1ccccc1NC(=O)Nc1cccc(Cl)c1 | 12% | -5% | -2% | -6% | -3 | -3% | -25% | 1% | 2%
O=C(COc1ccccc1)Nn1cnc2ccccc21 | -8% | -6% | 0% | -2% | 2 | 9% | ? | 2% | 0%
O=C(c1ccc(Nc2nc3ccccc3n3nnnc23)cc1)N1CCN(c2ccc(F)cc2)CC1 | -19% | 6% | -4% | -15% | -4 | . | 8% | 0% | -17%
Cc1cc(OCC(=O)NCCc2ccc(S(N)(=O)=O)cc2)c2c(C)cc(=O)oc2c1 | 0% | 0% | -5% | -11% | -9 | 27% | 1% | -1% | 18%
O=C(NN1CC(C(=O)OCc2ccc(Cl)cc2Cl)CC1=O)c1ccccc1 (stereo unspecified) | 7% | -23% | 1% | -14% | 0 | 40%[activator] | 18% | -5% | 4%
COc1ccc(CCNC(=O)c2ccc(OC)c(OC)c2)cc1OC | -12% | -3% | -5% | 10% | -4 | 39% | -2% | -1% | 0%
SMILES | Pol kappa inh | Anesthetic bind | BLM inh | Pol eta inh | LDHA inh | APEX1 inh | POLI inh | Glioma ERSR ind | Pol beta inh
COCCCNC(=O)CCc1nc(-c2ccccc2)no1 | 7% | -11% | -1% | -5% | -3 | -3% | -1% | -2% | -1%
COc1ccc(S(=O)(=O)c2cc3cc(OC)ccc3oc2=O)cc1 | 6% | 49%[activator] | -2% | -9% | -7&-3 | . | 25% | -2% | 41%
O=C(CSc1nnc(CNC(=O)c2ccccc2)o1)NCc1ccccc1Cl | 0% | -7% | -4% | -22% | 1 | 14% | 29% | 2% | 11%
Cc1ccc(S(=O)(=O)Oc2cccc(/C=N/n3cnnc3)c2)cc1 | 7% | -12% | 6% | -11% | 1 | 1% | 1% | -1% | 2%
CC(C)OCCCn1c(-c2ccc(Br)cc2)c[nH]c1=S | -22% | ? | -3% | 3% | -3 | -1% | 127%[activator] | -2% | 20%
Cn1c(=O)c2c(nc(CN3CCN(Cc4ccccc4)CC3)n2CCN2CCOCC2)n(C)c1=O | 0% | -2% | -1% | -2% | 1 | 1% | 13% | -4% | 4%
CCc1ccccc1NC(=O)CSc1nnc(CCNC(=O)OC(C)(C)C)o1 | 4% | 0% | -2% | -20% | -4 | -5% | 50%[activator] | -4% | -10%
CC1(C)Cc2c(sc3c2c(=O)n(-c2ccc(Cl)cc2)c(=O)n3CC(N)=O)CO1 | -3% | -8% | 0% | -19% | 2 | 4% | 50%[activator] | -2% | 14%
CSc1nsc(SCC(=O)Nc2ccc(F)cc2F)n1 | 11% | 0% | -3% | -17% | 1 | -7% | -4% | 8% | 40%
CCc1ccccc1NC(=O)CN1CCN(CC(=O)Nc2ccc(-c3ccccc3)cc2)CC1 | -11% | 14% | -5% | -12% | -5 | 48%[activator] | 2% | -1% | -22%
Cc1ccc(S(=O)(=O)N(CC(O)CN2CCCCC2)c2cccc([N+](=O)[O-])c2)cc1 (stereo unspecified) | -11% | 1% | -1% | -4% | -2 | 3% | 118%[activator] | -3% | 15%
Cc1cc(C)c(NC(=O)C(C)Sc2nnc(-c3ccco3)n2-c2ccccc2)c(C)c1 (stereo unspecified) | . | -11% | 1% | . | . | -5% | . | . | 14%
O=C(NCCc1ccc(F)cc1)c1coc(=O)c(Br)c1 | -18% | -3% | -3% | -6% | -2 | 25% | -15% | -14% | 25%
O=C(O)CCC(=O)Nc1ccc(C(=O)N2CCCCC2)cc1 | -3% | -6% | -1% | -7% | -4 | -1% | 17% | -3% | 6%
CCOc1ccc(NC(=O)[C@@H]2CCCN2C(=O)c2cccs2)cc1S(=O)(=O)N1CCOCC1 | -14% | . | . | -2% | -4 | 10% | -2% | -2% | .
CCC1Oc2ccccc2N(CC(=O)NCCCN2CCCCC2C)C1=O (stereo unspecified) | -15% | -6% | 1% | -3% | 4 | 2% | 4% | -3% | 30%
CC(C)N(C(=O)C(=O)c1cccn1-c1ccccc1C#N)C(C)C | -6% | -20% | 1% | 0% | 5 | -2% | 6% | -6% | 0%
CN(C)S(=O)(=O)c1ccc(N2CCCC2)c(C(=O)Nc2cccc(F)c2)c1 | -17% | -8% | -3% | -13% | -5 | 0% | 19% | 9% | ?
CN(Cc1ccccc1)S(=O)(=O)c1ccc(Cl)c(C(=O)OCC(N)=O)c1 | -12% | -1% | -3% | -4% | -12 | -2% | 13% | 4% | 8%
O=C(/C=C/c1ccc(O)cc1)c1cccs1 | -4%[19.4 µM] | . | -3% | . | 9 | -18% | . | 4% | .
Nc1nc(N)c(S(=O)(=O)c2ccccc2)c(Nc2ccccc2)n1 | 1% | -12% | -5% | -19% | -5 | . | -3% | 1% | 4%
O=C1CCCc2ccccc2N1Cc1ccccc1 | -1% | ? | 0% | -10% | 1 | 1% | 17% | -2% | -4%
O=C(COC(=O)CNC(=O)c1ccco1)Nc1ccc(Cl)cn1 | -10% | -8% | -13% | 4% | -6 | -3% | -4% | -4% | 12%
COc1ccc(C(=O)/C=C/c2cn(CC(O)CN(CC(C)C)CC(C)C)c3ccccc23)cc1OC (stereo unspecified) | -29% | 34%[activator] | -23% | . | 2 | . | 10% | -2% | -16%
COCC(C)n1c(C)cc(C(=O)CSc2nnc(-c3ccco3)o2)c1C (stereo unspecified) | -14% | . | . | -19% | -8 | 25% | 41%[activator] | -2% | .
Cc1ccc2c(c1)C(=O)C(=O)N2Cc1ccc(F)cc1 | -8% | . | . | -4% | 11 | -18% | -21% | -2% | .
COc1ccc(CNC(=O)C2CCC(CNS(=O)(=O)c3ccc4c(c3)CCCC(=O)N4)CC2)cc1 (stereo unspecified) | -21% | -13% | -4% | -12% | -13 | . | 10% | 2% | 1%

Look-ups from the results shown:
For POLI inh, `COCCCNC(=O)CCc1nc(-c2ccccc2)no1` reads -1%
For Glioma ERSR ind, `COCC(C)n1c(C)cc(C(=O)CSc2nnc(-c3ccco3)o2)c1C` (stereo unspecified) reads -2%

Filtered by structure, the compounds so far with a COOH group (2)
SMILES | Pol kappa inh | Anesthetic bind | BLM inh | Pol eta inh | LDHA inh | APEX1 inh | POLI inh | Glioma ERSR ind | Pol beta inh
O=C(O)c1ccc(NC(=O)c2ccccc2NC(=O)c2ccccc2Br)cc1 | -13% | -4% | -2% | -5% | -11 | -12% | 125%[activator] | -3% | 6%
O=C(O)CCC(=O)Nc1ccc(C(=O)N2CCCCC2)cc1 | -3% | -6% | -1% | -7% | -4 | -1% | 17% | -3% | 6%

This is a subset; the hit share may differ from the screen's.
